From PubChem
NR2E3 ag-1 = NR2E3 agonists in two-hybrid cells, primary screen, cell-based, luminescence, CHO-S, Gal4-NCOR/VP16-NR2E3 | inhibition of corepressor binding, % at 3.98 µM | Photoreceptor-specific nuclear receptor (Homo sapiens), Q9Y5X4 | luciferase | actives 0.35% (n = 360,000) | AID 602229, 2012;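 active = inhibition above the mean of all tested compounds plus 3 SD, cut at about 70% in these data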;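 note: 0% = DMSO with NR2E3 transfected cells and 100% = cells lacking NR2E3 construct; higher means lower luciferase signal from less NR2E3 corepressor binding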
Target sequence (Q9Y5X4 whole entry, looked up, the tested form may be a part): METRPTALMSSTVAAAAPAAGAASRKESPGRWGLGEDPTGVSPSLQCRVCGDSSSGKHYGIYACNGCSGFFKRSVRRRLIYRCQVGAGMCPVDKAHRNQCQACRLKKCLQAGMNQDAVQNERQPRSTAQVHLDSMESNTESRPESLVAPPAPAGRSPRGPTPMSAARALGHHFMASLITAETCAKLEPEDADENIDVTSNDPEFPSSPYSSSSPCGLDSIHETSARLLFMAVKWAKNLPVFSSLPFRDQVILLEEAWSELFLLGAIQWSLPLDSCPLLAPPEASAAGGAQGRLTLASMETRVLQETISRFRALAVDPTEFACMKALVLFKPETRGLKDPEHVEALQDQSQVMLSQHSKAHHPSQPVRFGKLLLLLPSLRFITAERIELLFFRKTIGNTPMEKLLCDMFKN
H9c2 protect = cardioprotection against H2O2-induced cell death, primary screen, uHTS, H9c2 cells, ATPLite luminescence. H9c2 cardiomyocytes, H2O2 injury protection, 2 h. protection from H2O2 cell death, % at 20 µM. actives 0.63% (n = 360,000). AID 588492, 2011;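 active = compounds giving at least 50% protection of heart cells from peroxide-induced death in the single-dose screen, raw or plate-pattern-corrected value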;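 note: 0% = DMSO wells with peroxide and 100% = DMSO wells without peroxide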
PDI inh = inhibitors of human PDI, primary screen, biochemical, turbidity, single point, plate reader; PDI insulin aggregation turbidity, A650, 90 min; inhibition, % at 10 µM; actives 0.052% (n = 350,000); Protein disulfide-isomerase (Homo sapiens), P07237;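 active = mean inhibition across replicates of 30% or more, whatever share of single replicates reach that level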;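 note: absorbance from insulin aggregation driven by PDI reduction with DTT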
Target sequence (P07237 whole entry, looked up): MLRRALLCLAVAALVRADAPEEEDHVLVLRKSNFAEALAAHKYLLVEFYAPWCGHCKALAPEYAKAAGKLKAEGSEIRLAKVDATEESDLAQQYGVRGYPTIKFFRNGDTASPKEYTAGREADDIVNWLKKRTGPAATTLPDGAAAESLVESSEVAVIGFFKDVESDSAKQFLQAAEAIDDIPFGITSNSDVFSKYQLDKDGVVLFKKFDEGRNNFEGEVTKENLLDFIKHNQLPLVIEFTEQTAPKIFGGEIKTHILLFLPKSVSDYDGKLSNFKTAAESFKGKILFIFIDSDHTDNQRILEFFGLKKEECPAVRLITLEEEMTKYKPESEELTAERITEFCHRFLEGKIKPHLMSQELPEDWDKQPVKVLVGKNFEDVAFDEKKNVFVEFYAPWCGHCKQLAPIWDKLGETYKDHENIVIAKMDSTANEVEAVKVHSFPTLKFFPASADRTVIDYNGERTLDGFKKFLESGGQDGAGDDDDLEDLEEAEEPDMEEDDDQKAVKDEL
HTR2A ag = mouse Htr2a agonists via beta-arrestin recruitment, primary screen, cell-based, luminescence. 5-hydroxytryptamine receptor 2A (Mus musculus), P35363. CHO-K1 mHTR2A beta-arrestin complementation; percent of 30 µM serotonin response. activation, % at 7.6 µM. actives 0.66% (n = 360,000). AID 624169, 2012;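 active = activation above a run cutoff, the mean activation of all tested compounds plus 3 SD, cut at about 14% in these data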;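 note: 0% = plate median of compound wells and 100% = 30 µM serotonin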
CaV13 ICDI inh = Disruptors of the CACNA1D IQ motif to Ca2+-dependent inactivation inhibitor domain association, primary screening, Förster resonance energy transfer in intact living …; HEK cells, CFP/YFP FRET ICDI-IQ, plate reader, 10 min; percent FRET-ratio fall versus neutral wells; inhibition, % at 12.3 µM; actives 0.098% (n = 340,000); AID 743397;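 active = mean replicate inhibition of at least 30% and at least 1% of replicates passing that level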;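 note: 0% = median of the neutral control wells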
hiPSC survival = enhancers of single-cell hiPSC survival, primary screen, ATPlite luminescence. 100% = ROCK inhibitor wells, 0% = DMSO. survival enhancement, % at 20 µM. actives 0.044% (n = 360,000). AID 602274, 2012; in the data active = survival enhancement above about 18%;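 note: cells exposed to compounds for 16 hours before the ATP read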
TRPM1 prom inh = inhibitors of MITF-dependent TRPM1 promoter reporter, primary screen, cell-based, SK-MEL-5, single point, luciferase. SK-MEL-5 TRPM1 promoter luciferase, 24 h. inhibition, % at 12.5 µM. actives 0.83% (n = 330,000);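 active = mean inhibition across replicates of 60% or more, whatever share of single replicates reaches that level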; note: values of inactives mirror those of a sister screen read the other way
Shn3 3UTR inh = reduction of Shn3 3'UTR firefly luciferase signal, primary screen, Schnurri-3 inhibitor project, cell-based, Clone20 osteoblasts, set 2; Clone20 osteoblast Shn3 3'UTR firefly luciferase, 24 h; inhibition, % at 12.5 µM; actives 0.52% (n = 360,000); AID 588674, 2011;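 active = mean inhibition of at least 75% with every replicate also reaching 75%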;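 note: 0% = median of neutral control wells and 100% = pilot-screen positive control compound; some compounds past the cut are filed as inactive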
NR2E3 ag-2 = inhibitors of NR2E3-RetCOR corepressor binding, primary screen, NR2E3 agonist project, biochemical, TR-FRET, GST-NR2E3, biotin-RetCOR; 1536-well; inhibition of corepressor binding, % at 4.78 µM; actives 0.12% (n = 320,000); AID 2300, 2010;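 active = percent inhibition above the cutoff of mean plus 3 SD of all tested compounds, set per screening campaign, cut at about 20% in these data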;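 note: 0% = DMSO wells and 100% = biotin wells as full block of FRET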
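Format: 1536-well format; test system: GST-NR2E3 and biotin-RetCOR proteins; read-out basis: percent inhibition of TR-FRET ratio; timing: 5 h incubation at 4 °C; detection: time-resolved FRET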
HIF-2a block = HIF-2a reporter inhibitors, primary screen, luminescence, 786-0 RCC cells; 786-0 RCC cells HIF-2a reporter, luciferase luminescence, overnight; inhibition, % at 18.8 µM; actives 0.72% (n = 360,000); AID 624352, 2012;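 active = inhibition of the luminescence signal of 40% or more relative to plate controls, in a single-dose primary screen at 18.75 µM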
Peg3 prom inh = Peg3 promoter-driven luciferase inhibitors, primary screen, cell-based, HeLa, luciferase luminescence | HeLa PEG-Prom luciferase reporter, overnight | inhibition, % at 20 µM | actives 1.7% (n = 360,000) | AID 588405, 2011;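 active = inhibition of at least 50% at 20 µM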
Numbers without * were called inactive; nt = not tested or not shown.

Start of the listing, in advance, three compounds:
canonical_smiles | NR2E3 ag-1 | H9c2 protect | PDI inh | HTR2A ag | CaV13 ICDI inh | hiPSC survival | TRPM1 prom inh | Shn3 3UTR inh | NR2E3 ag-2 | HIF-2a block | Peg3 prom inh
CCNc1nc(NC(C)C)nc(N(n2cnnc2)S(=O)(=O)c2ccc(C)cc2)n1 | 11.1 | 1.8 | 5.5 | -4.0 | -3.4 | 1.8 | 8.5 | 20.1 | 2.4 | 17.5 | 13.0
Cc1ccc(-c2nc3ccccc3o2)cc1NC(=O)c1ccc2c(c1)OCO2 | -141.0 | -7.7 | -12.2 | 0.8 | -3.7 | -0.6 | -20.9 | -88.1 | 1.6 | -260.0 | -193.9
COc1cccc2sc3ccc(C#Cc4ccc(N)cc4)cc3c(=O)c12 | -143.7 | 13.6 | -8.3 | -4.2 | -10.6 | -0.8 | -95.7 | -106.5 | -1.1 | -296.1 | -185.3

This part in full (from the top)
canonical_smiles | NR2E3 ag-1 | H9c2 protect | PDI inh | HTR2A ag | CaV13 ICDI inh | hiPSC survival | TRPM1 prom inh | Shn3 3UTR inh | NR2E3 ag-2 | HIF-2a block | Peg3 prom inh
CCNc1nc(NC(C)C)nc(N(n2cnnc2)S(=O)(=O)c2ccc(C)cc2)n1 | 11.1 | 1.8 | 5.5 | -4.0 | -3.4 | 1.8 | 8.5 | 20.1 | 2.4 | 17.5 | 13.0
Cc1ccc(-c2nc3ccccc3o2)cc1NC(=O)c1ccc2c(c1)OCO2 | -141.0 | -7.7 | -12.2 | 0.8 | -3.7 | -0.6 | -20.9 | -88.1 | 1.6 | -260.0 | -193.9
COc1cccc2sc3ccc(C#Cc4ccc(N)cc4)cc3c(=O)c12 | -143.7 | 13.6 | -8.3 | -4.2 | -10.6 | -0.8 | -95.7 | -106.5 | -1.1 | -296.1 | -185.3
CC(=O)Oc1ccccc1N(C(C)=O)S(=O)(=O)c1cccc([N+](=O)[O-])c1 | 1.8 | 18.8 | 0.3 | -0.5 | 12.5 | -1.1 | 12.8 | -1.3 | -0.6 | 14.4 | 15.1
Cc1c(C(=O)OCCOC(C)C)[nH]c2c1C(=O)CC(C)(C)C2 | -30.3 | 5.4 | nt | 5.8 | 1.8 | 0.0 | -12.3 | -19.7 | 2.1 | -57.0 | -26.9
COc1ccccc1NC(=O)CN1CCN(c2ccc(Cl)cc2)CC1 | 4.2 | -17.1 | -4.9 | -2.4 | -2.0 | 2.3 | 4.0 | -7.4 | -4.7 | 20.1 | 18.1
COC(=O)c1cc(C(=O)N2CCN(c3cccc(C)c3C)CC2)cc([N+](=O)[O-])c1 | -17.8 | 2.2 | -3.8 | -3.3 | -7.2 | 0.9 | 27.3 | 9.7 | 3.1 | 8.3 | 15.1
CN(C)CCCN(C(=O)CCOc1ccccc1)c1nc2ccc(F)cc2s1 | 21.3 | -16.2 | 9.3 | -9.5 | -1.8 | -0.4 | 8.6 | -15.6 | nt | 6.5 | 71.8*
O=C(CCC(=O)N1CCCc2ccccc21)N1CCN(S(=O)(=O)c2ccccc2)CC1 | -49.0 | 7.5 | 3.0 | -0.8 | -1.0 | 1.4 | 12.7 | 3.2 | -0.8 | 22.4 | 24.9
Cc1ccc(CN2CC(C(=O)N3CC=C(c4ccccc4)CC3)CC2=O)cc1 (stereo not given) | 15.0 | -2.9 | 9.3 | -7.3 | -3.4 | -0.6 | 2.6 | 23.4 | 3.4 | 4.3 | 4.0
N/C(=N\OC(=O)Cc1ccccc1[N+](=O)[O-])c1ccc(Br)cc1 | -23.9 | -9.0 | -8.7 | -3.3 | 8.9 | -0.2 | -8.3 | -18.5 | -1.2 | -84.3 | -33.5
C=CCN(C(=O)c1csnn1)C(C(=O)NC1CCCC1)c1ccc(Cl)cc1 (stereo not given) | -15.1 | 7.2 | 7.0 | 1.1 | -5.8 | -0.4 | 3.1 | 11.8 | 4.8 | 9.1 | 11.8

canonical_smiles | NR2E3 ag-1 | H9c2 protect | PDI inh | HTR2A ag | CaV13 ICDI inh | hiPSC survival | TRPM1 prom inh | Shn3 3UTR inh | NR2E3 ag-2 | HIF-2a block | Peg3 prom inh
CCC(Cc1ccccc1)NS(=O)(=O)c1ccc2c(c1)NC(=O)CS2 (stereo not given) | 12.0 | -13.1 | -1.3 | -4.7 | -2.6 | -0.3 | 24.5 | 1.4 | -1.3 | 9.4 | 25.1
O=C(Nc1cccc(-n2cccn2)c1)C1CCCN(Cc2ccccc2F)C1 (stereo not given) | -21.2 | 4.2 | 2.4 | -7.2 | nt | -0.2 | 10.3 | 13.6 | 1.9 | 7.9 | 25.1
N#CCCCCn1ccc(NC(=O)c2ccc(Cl)cc2O)n1 | -32.8 | -3.8 | 6.7 | -4.2 | -5.4 | -0.3 | -6.4 | 0.9 | 0.8 | -53.4 | -51.8
COc1ccc(NC(=O)N2CCc3cc(OC)c(OC)cc3C2)cc1 | -42.3 | 8.2 | -3.4 | 3.1 | -2.2 | -0.5 | -1.6 | 20.9 | -0.5 | 16.7 | 22.9
CCOC(=O)c1ccc(N/C(=N/S(=O)(=O)c2ccccc2)c2ccccc2)cc1 | 19.0 | 1.3 | -1.4 | -5.4 | -5.3 | 1.1 | 4.0 | -7.7 | -0.5 | 3.5 | -10.0
CCOc1ccc2nc(SCC(=O)Nc3cc4c(cc3C(C)=O)OCO4)[nH]c2c1 | -9.5 | 17.9 | -10.3 | 1.8 | nt | 9.8 | -4.4 | 3.7 | -0.9 | -16.3 | -4.1
O=C(OCC(=O)N1CCCc2ccccc21)c1ccc(C(F)(F)F)cc1 | -11.8 | 1.6 | -3.4 | 2.6 | -6.8 | -0.3 | -7.2 | 0.8 | 2.2 | -3.0 | -19.0
O=C(CCC1CCCC1)NCc1ccccn1 | -5.6 | 13.2 | 11.3 | -1.9 | -5.3 | -0.8 | -11.0 | -6.9 | 0.8 | -9.6 | -7.2
CC1(C)C(=O)C=C(N2CCCCC2)c2ccccc21 | -15.2 | -4.3 | -4.8 | -4.0 | -4.6 | 0.1 | nt | 16.9 | nt | 0.2 | -4.7
Cn1c(=O)c2c(ncn2CC(=O)N2CCN(c3ccccc3F)CC2)n(C)c1=O | -4.5 | 5.7 | -1.3 | -3.6 | -15.0 | -1.2 | -4.9 | -11.9 | 4.1 | 2.5 | 15.1
CCOC(=O)N1C2C=CC(C2)N1C(=O)OCC | -7.1 | 5.3 | -5.2 | -1.9 | -15.3 | 0.0 | 3.0 | 9.1 | nt | 2.3 | -1.0
COc1ccc(C(=O)c2c(C(F)(F)F)oc3c2C(=O)c2ccccc2C3=O)cc1OC | 88.6* | -21.0 | 7.5 | -3.7 | -0.7 | -2.4 | 89.6* | 89.0* | 5.5 | 3.5 | 89.3*

canonical_smiles | NR2E3 ag-1 | H9c2 protect | PDI inh | HTR2A ag | CaV13 ICDI inh | hiPSC survival | TRPM1 prom inh | Shn3 3UTR inh | NR2E3 ag-2 | HIF-2a block | Peg3 prom inh
Cc1ccc2nc3c(c(Nc4ccccc4)c2c1)CCC3 | 2.6 | -5.1 | 1.4 | -3.1 | -4.0 | -0.2 | 7.7 | 33.4 | -0.4 | 30.7 | 28.9
COc1ccc(COCC(O)CN2CCCCC2)cc1OC (stereo not given) | 2.9 | -1.3 | 3.3 | -4.8 | -14.4 | 0.4 | 8.7 | 10.2 | -0.3 | 8.5 | -4.5
CN1C(=O)C(C)(C)c2cc(S(=O)(=O)N3CCCC3C(=O)NCc3ccc(F)cc3)ccc21 (stereo not given) | -12.2 | 4.6 | 9.2 | 3.2 | -5.4 | -1.1 | -11.1 | -1.6 | -1.2 | 17.6 | 12.7
Cc1cccc(NC(=O)CSc2cn[nH]n2)c1 | -16.8 | -1.7 | -4.6 | -2.4 | -3.7 | 0.4 | 11.1 | 10.5 | 7.0 | 4.3 | 1.4
O=Cc1cc(Br)c(OC(=O)N2CCOCC2)c(Br)c1 | -1.6 | 0.1 | -2.4 | 5.2 | -3.2 | -0.2 | 5.5 | 2.3 | -0.3 | 6.3 | -3.4
O=C(Oc1ccc(Br)cc1)c1cccc(S(=O)(=O)N2CCOCC2)c1 | -37.2 | -2.9 | 0.2 | -4.3 | -4.2 | 0.4 | -3.0 | 2.8 | 5.8 | -2.1 | 8.7
O=C1c2ccccc2C(=O)C1c1ccccc1F | 1.7 | 6.2 | 0.8 | -4.3 | -19.1 | -0.3 | 5.9 | 18.1 | -5.4 | 14.8 | 7.5
CCOC(=O)[C@H]1[C@H]2COc3ccc(OC)cc3[C@@H]2N2C(=O)c3ccccc3NC(=O)[C@@]12C | -3.2 | 1.8 | -2.6 | 10.4 | -5.0 | -0.1 | -0.5 | -3.5 | 4.3 | 4.6 | -6.1
C/C(CCC(C)C)=N\NS(=O)(=O)c1ccc(C)c([N+](=O)[O-])c1 | -0.3 | 0.6 | -4.8 | 0.6 | -4.8 | 1.0 | 6.5 | 9.9 | 0.6 | 1.5 | -9.9
c1ccc(N2N=C(c3cccs3)CC2c2ccco2)cc1 (stereo not given) | -4.9 | -10.9 | -3.5 | -1.7 | -6.6 | 2.1 | -6.7 | -5.3 | 3.3 | -62.0 | -25.2
COc1ccc(OC2C(=O)N(c3ccc(C)c(C)c3)C2c2ccc(OC)c(OC)c2)cc1 (stereo not given) | -14.9 | 3.8 | -4.4 | -0.3 | -3.9 | 0.3 | 2.1 | 32.1 | -3.7 | 18.2 | 4.6
O=C(c1cc(F)c(F)cc1Cl)N1CCOCC1 | -13.3 | 5.5 | 7.0 | -5.6 | -4.4 | -4.1 | 5.0 | -15.7 | -0.2 | 10.1 | 11.1

canonical_smiles | NR2E3 ag-1 | H9c2 protect | PDI inh | HTR2A ag | CaV13 ICDI inh | hiPSC survival | TRPM1 prom inh | Shn3 3UTR inh | NR2E3 ag-2 | HIF-2a block | Peg3 prom inh
Cc1nc2ccccc2c2oc(C(=O)N3CCC(C)CC3)cc12 | -12.1 | 6.5 | -5.2 | 3.7 | -7.0 | -0.1 | -18.8 | 0.1 | 0.4 | -106.6 | -61.1
O=C(Cn1c(=O)oc2ccc(Cl)cc21)Nc1ccon1 | -0.4 | 0.6 | 8.8 | -1.8 | -3.2 | -0.5 | 5.7 | -11.5 | -3.0 | -0.2 | -3.2
CNC(=O)NC(=O)CSc1cccc(C(F)(F)F)c1 | 1.1 | -0.7 | 6.7 | 2.5 | -6.6 | -0.2 | -1.2 | -9.0 | 1.5 | 13.3 | 4.5
Cc1ccc(C2=NN(C(=O)CN3CCN(C4CCS(=O)(=O)C4)CC3)C(c3ccco3)C2)cc1 (stereo not given) | -11.1 | -3.6 | 6.5 | -0.6 | -3.4 | -0.5 | -1.7 | -26.0 | 1.0 | 36.8 | 16.1
